High-throughput results: PubChem BioAssay, several laboratories
OX1R antag-1 = blocks the human orexin 1 receptor; OX1R-expressing cells, FRET antagonist read-out; O43613; AID 485270; 1.8% of 330,000 active; inhibition, % at 6.6 µM; in the data active means inhibition mostly above about 38%, no sharp cut-off; inactive means mostly below about 40%;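 further: 0% = agonist challenge alone and 100% = reference antagonist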
Target sequence (O43613 whole entry, looked up): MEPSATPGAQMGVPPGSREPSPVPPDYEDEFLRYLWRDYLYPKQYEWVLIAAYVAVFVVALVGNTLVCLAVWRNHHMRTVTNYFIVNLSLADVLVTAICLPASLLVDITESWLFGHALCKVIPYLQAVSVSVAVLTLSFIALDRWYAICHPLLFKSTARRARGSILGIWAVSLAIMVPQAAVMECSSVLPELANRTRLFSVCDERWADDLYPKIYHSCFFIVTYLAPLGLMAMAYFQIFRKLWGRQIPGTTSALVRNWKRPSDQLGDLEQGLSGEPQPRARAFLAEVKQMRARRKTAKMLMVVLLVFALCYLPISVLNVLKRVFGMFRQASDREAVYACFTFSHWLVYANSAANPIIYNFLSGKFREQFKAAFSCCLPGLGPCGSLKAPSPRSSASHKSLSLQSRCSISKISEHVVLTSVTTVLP
STK33 kinase inh = human STK33 kinase inhibition; Q9BYT3; purified STK33, MBP phosphorylation, ADP-Glo luminescence; inhibition, % at 10 µM; 0.073% of 320,000 active; AID 2661;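 active means inhibition at or above 25%, using the most active replicate where run in duplicate; inactive means inhibition below 25%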
Target sequence (Q9BYT3 whole entry, looked up): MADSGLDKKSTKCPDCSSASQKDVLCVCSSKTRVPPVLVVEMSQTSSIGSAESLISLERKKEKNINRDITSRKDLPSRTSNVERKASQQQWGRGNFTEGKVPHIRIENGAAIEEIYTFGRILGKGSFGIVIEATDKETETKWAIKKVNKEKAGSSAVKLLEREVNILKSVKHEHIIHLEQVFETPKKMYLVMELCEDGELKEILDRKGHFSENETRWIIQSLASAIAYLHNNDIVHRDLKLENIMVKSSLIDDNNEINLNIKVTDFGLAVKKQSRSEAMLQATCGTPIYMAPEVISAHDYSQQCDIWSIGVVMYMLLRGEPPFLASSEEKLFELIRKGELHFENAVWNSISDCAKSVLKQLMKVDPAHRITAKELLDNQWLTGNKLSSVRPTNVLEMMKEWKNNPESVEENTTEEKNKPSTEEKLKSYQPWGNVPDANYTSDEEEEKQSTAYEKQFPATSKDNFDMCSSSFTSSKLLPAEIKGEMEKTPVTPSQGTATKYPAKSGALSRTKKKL
OX1R antag-2 = blocks the human orexin 1 receptor. inhibition, % at 5 µM. CHO/OX1R cells, Fluo-8 calcium fluorescence, orexin A. 0.43% of 330,000 active. O43613. AID 434989;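 active means inhibition above its plate's threshold, mean inhibition of all tested compounds on the plate plus 3 SD, cut at about 37% in these data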;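 further: 0% = orexin A challenge wells and 100% = SB-334867-A antagonist wells; not every result past the cut was called active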
* marks the source's active call; other numbers are inactive results; . = not tested or not shown.

Screens in order: OX1R antag-1 | STK33 kinase inh | OX1R antag-2
- Cc1occc1C(=O)O/N=C(\N)c1ccc(Cl)cc1
  5 | -3.8 | -16
- COc1ccc(Nc2ncnc3c2cnn3Cc2ccc(C)cc2)cc1
  19 | -1.3 | -19
- CC(=O)c1ccc(NC(=O)C[n+]2cccc(C)c2)cc1
  7 | -0.7 | -14
- CC(C)CNc1nc(S(=O)(=O)c2ccccc2)c(Cl)s1
  24 | -0.5 | -40
- CCn1c(SCc2nc3ccccc3c(=O)[nH]2)nnc1C(C)NC(=O)c1ccccc1F (configuration not stated)
  22 | -0.1 | -26
- COc1cccc(NC(=O)c2cccnc2)c1
  4 | 0.0 | -6
- O=c1c2[nH]c3ccc(F)cc3c2ncn1CCCn1ccnc1
  13 | -1.1 | -14
- CCCCn1c(CN2CCN(C(=O)c3ccco3)CC2)nc2c1c(=O)n(C)c(=O)n2C
  -2 | 0.3 | -34
- O=S(=O)(Nc1ccc(N2CCCCC2)cc1)c1ccc(F)cc1
  2 | -1.1 | -21
- COc1cccc(CN(C)CC(=O)NCc2ccc(F)cc2)c1OC
  9 | -2.0 | -25
- COC(=O)c1cccc(S(=O)(=O)N2CCC(n3nnc4cc(F)ccc43)CC2)c1
  20 | 1.1 | -5
- CC(C)C[C@H](NC(=O)c1nc[nH]c1C(=O)N[C@@H](CC(C)C)C(=O)OC(C)(C)C)C(=O)OCc1ccccc1
  40 | 0.0 | -77
- Cc1c(CCC(=O)NCCC(=O)O)c(=O)oc2cc3occ(-c4ccccc4)c3cc12
  9 | 0.5 | 0
- COc1ccc(NC(=O)Cc2ccccc2F)cn1
  14 | -0.1 | -2
- COc1cc(C=NCC2OCCc3ccccc32)cc(OC)c1 (configuration not stated)
  6 | -0.4 | -22
- Cc1cc(Cl)ccc1OCC(=O)N/N=C1\CCCc2ccccc21
  5 | 0.7 | -17
- CCOC(=O)N1CCC(C(=O)NNC(=O)c2ccc(Cl)cc2Cl)CC1
  -3 | 1.4 | -8
- CCOC(=O)CC(=O)CSc1nc2c(cc1C#N)CCCCC2
  11 | -0.9 | -15
- COc1cc(NC(=O)C2CC(=O)N(CCc3ccccc3)C2)cc(OC)c1 (configuration not stated)
  20 | -0.3 | -18
- CCc1ccc(CC)c(S(=O)(=O)Nc2ccc(O)c(C(=O)O)c2)c1
  9 | 0.2 | -12
- O=C(CSc1nnc(NC(=O)c2ccco2)s1)Nc1ccc(F)cc1F
  15 | -0.3 | -13
- COc1cccc(CN2CCN(Cc3nc(C(C)C)cs3)CC2CCO)c1 (configuration not stated)
  17 | 0.6 | -24
- CC(CCc1ccccc1)N(C)CC(O)c1cccc([N+](=O)[O-])c1 (configuration not stated)
  1 | 0.0 | -31
- CSc1nc(-c2ccco2)nn1C(=O)c1cccs1
  0 | 0.2 | -7
- CC(=O)Nc1ccccc1C
  7 | 0.4 | -11
- CCCc1nc2ccc(NC(=O)c3cccs3)cc2c(=O)n1Cc1ccccc1Cl
  8 | -3.2 | -26
- Cc1ccc(C2C3=C(CC(C)(C)CC3=O)Nc3onc(C)c32)cc1 (configuration not stated)
  26 | 0.9 | -14
- Oc1[nH]c2ccccc2c1N=Nc1c(F)c(F)c(C(F)(F)F)c(F)c1F
  -8 | -1.0 | -1
- CC(=O)N1CCN(CCN=CC2=C(O)CC(c3ccc(Cl)cc3)CC2=O)CC1 (configuration not stated)
  12 | -2.3 | -13
- CCc1ccc(Nc2cc(C(=O)NCCCN3CCOCC3)c3ccccc3n2)cc1
  17 | 0.4 | -26
- O=C(NC1CCCC1)C(c1cccnc1)N(C(=O)c1csnn1)c1ccccc1Cl (configuration not stated)
  10 | -0.1 | 0
- COCCNC(=O)c1ccc2c3n(nc2c1)-c1ccc(C)cc1CO3
  64* | 1.0 | -13
- O=[N+]([O-])c1cccc(S(=O)(=O)N2CCCCC2)c1
  34 | -2.9 | -1
- O=C(NCCNc1ccc([N+](=O)[O-])cc1)c1ccccc1F
  20 | 0.6 | -5
- CCN(CCCCCCN)c1ccc2c(=O)[nH][nH]c(=O)c2c1
  37 | -0.8 | -25
- CCOc1ccc(CCNC(=O)CCNC(=O)c2ccc(Br)cc2)cc1OCC
  3 | -2.2 | -21
- O=C(CCC(=O)N1CCCC1)Nc1nnc(C(F)(F)F)s1
  5 | -2.0 | -20
- CCOC(=O)N1CCN(C(=O)CSc2nc3c(cnn3-c3ccc(C)cc3)c(=O)[nH]2)CC1
  12 | -0.5 | -53
- O=c1c2ccccc2nnn1Cc1ccccn1
  1 | 0.8 | -4
- O=C(COC(=O)CNC(=O)c1ccc(-c2ccccc2)cc1)NCc1ccco1
  -8 | 1.1 | 5
- Cc1cc(C)cc(C(=O)Nc2c3c(nn2C(C)(C)C)CS(=O)(=O)C3)c1
  8 | 0.1 | -17
- Cc1ccc2oc(=O)c3cnn(CC(=O)N4CCCCC4C)c3c2c1 (configuration not stated)
  5 | 0.3 | -25
- CC(C)c1cccc(OCCCCN(C)C)c1
  19 | -2.6 | -14
- COc1ccccc1C(CNC(=O)c1cccc(NS(=O)(=O)c2ccc(C)c(F)c2)c1)N1CCCC1 (configuration not stated)
  6 | -0.2 | -21
- Cc1cc(=O)n2nc(N3CCCC(C(=O)NCCc4ccccc4)C3)sc2n1 (configuration not stated)
  26 | 1.2 | -25
- COc1ccc(-c2noc(CCC(=O)N3CCN(c4ccccc4Cl)CC3)n2)cc1
  17 | . | -28
- O=C1C(=O)N(C/C=C/c2ccccc2)c2ccccc21
  1 | 0.5 | -11
- COc1ccc2oc(C(=O)N(C)Cc3ccc(OC(F)F)cc3)c(C)c2c1
  34 | 1.0 | -19
- CC1Sc2ccc(C(=O)NCc3cccc(C(F)(F)F)c3)cc2NC1=O (configuration not stated)
  -8 | 0.6 | 9
- N#CC1(NC(=O)COC(=O)c2nc(Cl)c(Cl)c(N)c2Cl)CCCCC1
  24 | -0.4 | -25
- CC1=C(C(=O)Nc2ccc(F)cc2)C(c2ccncc2)C2=C(CCCC2=O)N1 (configuration not stated)
  15 | 0.2 | -12
- COc1ccc(C(C)NC(=S)NCc2ccc(F)cc2)cc1 (configuration not stated)
  -2 | 1.1 | -3
- CCCC(C)C(=O)Nc1nc(C)c(-c2csc(Nc3cc(OC)ccc3OC)n2)s1 (configuration not stated)
  20 | -1.2 | -31
- C=CCOc1ccc(NC(=O)C2CC(=O)N(C(C)C)C2)cc1 (configuration not stated)
  16 | -1.5 | -14
- COc1cc(CN2CCCC(N3CCN(c4ccc(F)cc4)CC3)C2)ccc1F (configuration not stated)
  5 | -1.3 | -35
- Cc1cc(C)n2nc(C(=O)N3CCCC(CNS(=O)(=O)c4cccs4)C3)cc2n1 (configuration not stated)
  7 | -0.2 | -22
- O=C1c2cccc3cccc(c23)C(=O)N1CCc1ccccc1
  20 | -0.4 | -48
- O=C(COc1ccccc1F)N/N=C1\CCCc2ccccc21
  9 | 0.5 | 2
- COc1ccc(CNC(=O)CN2CCN(C(c3ccccc3)c3ccccc3)CC2)cc1
  33 | -1.2 | -31
- O=C(COC(=O)/C=C/c1ccccc1)NCCC1=CCCCC1
  33 | 0.4 | -43

Ordered by molar mass (smallest number first): part of the list above.
Screens in order: OX1R antag-1 | STK33 kinase inh | OX1R antag-2
- O=C1C(=O)N(C/C=C/c2ccccc2)c2ccccc21
  1 | 0.5 | -11
- O=C1c2cccc3cccc(c23)C(=O)N1CCc1ccccc1
  20 | -0.4 | -48
- C=CCOc1ccc(NC(=O)C2CC(=O)N(C(C)C)C2)cc1 (configuration not stated)
  16 | -1.5 | -14
- O=C(COC(=O)/C=C/c1ccccc1)NCCC1=CCCCC1
  33 | 0.4 | -43
- COc1ccc(C(C)NC(=S)NCc2ccc(F)cc2)cc1 (configuration not stated)
  -2 | 1.1 | -3
- COc1ccc2oc(C(=O)N(C)Cc3ccc(OC(F)F)cc3)c(C)c2c1
  34 | 1.0 | -19
- CC1=C(C(=O)Nc2ccc(F)cc2)C(c2ccncc2)C2=C(CCCC2=O)N1 (configuration not stated)
  15 | 0.2 | -12
- Cc1cc(=O)n2nc(N3CCCC(C(=O)NCCc4ccccc4)C3)sc2n1 (configuration not stated)
  26 | 1.2 | -25
- COc1cc(CN2CCCC(N3CCN(c4ccc(F)cc4)CC3)C2)ccc1F (configuration not stated)
  5 | -1.3 | -35
- N#CC1(NC(=O)COC(=O)c2nc(Cl)c(Cl)c(N)c2Cl)CCCCC1
  24 | -0.4 | -25
- COc1ccc(-c2noc(CCC(=O)N3CCN(c4ccccc4Cl)CC3)n2)cc1
  17 | . | -28
- COc1ccc(CNC(=O)CN2CCN(C(c3ccccc3)c3ccccc3)CC2)cc1
  33 | -1.2 | -31
- Cc1cc(C)n2nc(C(=O)N3CCCC(CNS(=O)(=O)c4cccs4)C3)cc2n1 (configuration not stated)
  7 | -0.2 | -22

(list continues)
Screens in order: OX1R antag-1 | STK33 kinase inh | OX1R antag-2
- O=C(CSc1nnc(-c2ccco2)o1)N1c2ccccc2CCc2ccccc21
  14 | -1.3 | -14
- COC(=O)c1ccc2c(c1)NC(=O)C(N1CCOCC1)S2 (configuration not stated)
  3 | -0.4 | -6
- Nc1ncn(-c2ncc(C(F)(F)F)cc2Cl)n1
  22 | -0.7 | -5
- C=CCn1c(SCC(=O)NCC2CCCO2)nnc1-c1ccccc1 (configuration not stated)
  2 | -0.6 | -17
- Cc1nnc(NC(=O)c2cc3n(n2)C(C(F)(F)F)CC(C2CC2)N3)s1 (configuration not stated)
  20 | -1.5 | -7
- Cc1ccc(OCC(=O)N/N=C\c2ccncc2)c(C)c1
  10 | -0.3 | -13
- COc1ccc(S(=O)(=O)N(CC(=O)NC2CCCCC2)c2ccc(F)cc2)cc1
  6 | -0.9 | -8
- O=C(CSc1cn(CCNC(=O)c2ccccc2F)c2ccccc12)NCC1CCCO1 (configuration not stated)
  21 | -0.8 | 6
- Cc1ccc(CN(C)C(=O)c2ccc3c(c2)NC(=O)CS3)o1
  8 | -0.9 | -9
- O=C(COc1ccc(S(=O)(=O)N2CCOCC2)cc1Cl)N1CCCC1
  7 | -1.2 | -9
- COC(=O)c1ccc2c(=O)[nH]c(COC(=O)c3c(-c4ccccc4)noc3C)nc2c1
  14 | 0.5 | -17
- COc1ccc(C2=CSC3=C(C(=O)c4cccc(S(=O)(=O)N(C)C)c4)CCN23)cc1
  7 | -2.0 | -7
- CN(CC(=O)Nc1ccccc1Cl)C(=O)CSc1nncn1C
  11 | -1.3 | 6
- COc1cccc(S(=O)(=O)Nc2ccc(C(=O)N3CCOCC3)cc2)c1
  6 | -0.5 | -13
- CC1CCCN(C(=O)c2ccc3c(c2)C(=O)N(CCC2=CCCCC2)C3=O)C1 (configuration not stated)
  12 | -3.0 | -32
- COc1cccc(N/C(SCc2ccccc2F)=C(/C#N)C(=O)NCc2cccs2)c1
  12 | . | -4
- Cc1cc(NC(=O)CSc2nnc(C(C)N(C)C)n2Cc2ccccc2)no1 (configuration not stated)
  7 | 0.2 | -19
- Cc1c(NS(=O)(=O)c2ccc3c(c2)c(=O)n(C)c(=O)n3C)c(=O)n(-c2ccccc2)n1C
  26 | 0.8 | -18
- COc1ccc(C(C)=O)cc1CC(=O)Nc1ccccc1-c1ccccc1
  9 | -1.7 | -8
- O=C(Nc1ccncc1)Nc1ccccn1
  9 | 8.3 | -9
- O=C(Nc1ccc2ncccc2c1)c1ccccc1Br
  11 | 0.9 | -11
- Cc1cc(C)nc(SCCN2CCOCC2)n1
  18 | -1.2 | -10
- COc1ccc(CNC(=O)C(=O)NCCCn2ccnc2)cc1
  7 | -1.5 | -6
- O=[N+]([O-])c1cccnc1N1CCC(c2cc(-c3ccc(Cl)cc3)n[nH]2)CC1
  19 | -1.5 | -16
- Cn1c(=O)c2c(nc(Oc3ccccc3)n2C)n(C)c1=O
  -3 | -1.1 | -4
- CCc1ccc(/C=C2/C(=O)N(C)C(=S)N2CC(=O)OC)s1
  9 | -0.7 | -23
- O=C(CCN1C(=O)c2cccc3cccc(c23)C1=O)Nc1ccon1
  68 | 1.1 | 0
- O=C(Nc1cccc(S(=O)(=O)NC2=NCCC2)c1)c1ccc(OC(F)F)cc1
  7 | . | -20
- Cc1nc(C)c(C(=O)NNC(=O)Nc2ccc(Cl)cc2)s1
  1 | 0.7 | -16
- Cc1ccc(OCc2nnc(SCC(=O)Nc3cc(C)on3)n2C)cc1
  6 | -0.3 | -21
- Nn1c(Cc2ccccc2F)nnc1SCn1nnc2ccccc2c1=O
  23 | -3.5 | -4
- O=C(NNC(=S)Nc1ccc(Cl)cc1Cl)c1cccnc1
  8 | -1.1 | -18
- CCc1nnc(NC(=O)C2CCCN2S(=O)(=O)c2ccc(C)cc2)s1 (configuration not stated)
  44 | -0.6 | -36
- CCOC(=O)N1CCC(N2CCN(S(=O)(=O)c3ccc(Cl)cc3)CC2)CC1
  8 | 1.0 | -6
- Cc1ccc(C(=O)c2ccccc2C(=O)OCC(=O)N2CCCC2)cc1
  7 | 8.0 | 6
- COc1ccc(NC(=O)N2CCN(S(C)(=O)=O)CC2)c(OC)c1
  22 | -0.4 | -12
- Cc1nc2c3ccccc3nc(NNC(=O)CCC(=O)N3CCCC(C)C3)n2n1 (configuration not stated)
  21 | -0.5 | -12
- COc1cc(CCC(=O)Nc2cccc(S(=O)(=O)N(C)C)c2)cc(OC)c1OC
  9 | 0.5 | -2
- O=C(CSc1ncc(-c2ccc(F)cc2)[nH]1)NCc1ccco1
  8 | 0.8 | 1
- C/C(=N/NC(=O)OC(C)(C)C)c1ccco1
  10 | 1.5 | -19
- O=C(NCC(=O)N1CCCCCC1)c1ccc(Br)cc1
  2 | -2.4 | -28
- Cc1nn2c(N)c(-c3ccccc3)cnc2c1-c1ccccc1
  42 | -1.8 | -9
- CC1CC1C(=O)OCC(=O)c1c(N)n(C)c(=O)n(C)c1=O (configuration not stated)
  22 | 0.6 | -8
- CC1CCN(S(=O)(=O)c2ccc3c(c2)n(C)c(=O)n3C)CC1
  7 | -0.7 | -17
